Source: PubChem
DRD3 antagonist – qHTS of D3 Dopamine Receptor Antagonist: qHTS; D(3) dopamine receptor (Homo sapiens), P35462; D3R cells, DiscoveRx beta-arrestin luminescence, antagonist mode; hits give low values; max response, negative = inhibition, %; 360,000 compounds, 2.5% hits; AID 652054, 2013; in the data active = max response below about -50%; inconclusive = no clear call, values can overlap the other calls; note: % is set by controls: 0 for no effect and ±100 for the full control effect; mostly tested at two doses, the higher about 12 µM
Target sequence (P35462 whole entry, looked up): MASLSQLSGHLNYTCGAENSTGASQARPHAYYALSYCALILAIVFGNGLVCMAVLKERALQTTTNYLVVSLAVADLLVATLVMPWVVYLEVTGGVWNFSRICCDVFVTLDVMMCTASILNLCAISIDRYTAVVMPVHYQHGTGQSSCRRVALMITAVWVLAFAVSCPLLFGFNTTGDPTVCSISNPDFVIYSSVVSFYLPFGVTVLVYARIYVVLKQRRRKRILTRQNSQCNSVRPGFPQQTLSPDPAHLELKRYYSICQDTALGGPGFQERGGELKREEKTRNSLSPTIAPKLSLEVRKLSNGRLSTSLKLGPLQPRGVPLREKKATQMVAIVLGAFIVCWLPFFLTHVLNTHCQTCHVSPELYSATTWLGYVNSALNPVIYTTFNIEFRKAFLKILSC
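Cells plated overnight at 1500 cells/well, then exposed to library compounds with dopamine controls for 90 minutes at 37 degrees C. DiscoveRx reagent added for 30–60 minutes at room temperature; luminescence read, quantitative HTS format.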
FUS suppressor – qHTS for Suppressors of FUS Proteinopathy: Primary screen using FUS-linked yeast assay | S. cerevisiae FUS-expressing, growth rescue, OD600, 24 h | Potency, µM (series often up to 76.6 µM), for the others: top-dose growth rescue (activation), actives largely listed as activators | 390,000 compounds, 0.24% hits | AID 1347120, 2019;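 note: potency is the fitted concentration of half-maximal effect; plate controls were DMSO vehicle for no effect and reference control for full effect; nearly all actives have a fitted effect of over 55% in size; some results filed as inactive show a strong effect at the top dose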
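Toxicity suppression screen in FUS-yeast. Cells induced with 2% galactose, starting OD 0.005, treated 24hr at 30C with compounds at multiple final concentrations; growth by OD600.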
GLP1R ag – qHTS of GLP-1 Receptor Agonists. AID 624172, 2012. HEK293 GLP-1R CRE-luciferase, luminescence, 4-6 h; cells express a hypersensitive GLP-1R form. Glucagon-like peptide 1 receptor (Homo sapiens), P43220. 380,000 compounds, 0.007% hits. Potency, µM (titrated, usually from 45.6 µM), for inactives: at the top dose activation, most hits filed as activators; note: potency is the fitted concentration of half-maximal effect; % of control where 0% means no effect
Akt phos inh – HTS Assay for Inhibitors of Akt Phophorylation: Primary Screen; Neuro2A IGF-stimulated pAkt S473 HTRF, 20 min; hits give low values; activity change, % for hits at 50 µM; 360,000 compounds, 0.32% hits; AID 651550, 2012; in the data active = activity change below about -80%; inconclusive = mostly about -51% to -80%; note: % is set by controls: 0 for no effect and ±100 for the full control effect
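Neuro2A cells (4,500/well, DMEM with 0.5% FBS) were treated with compound at a single 50 µM final concentration, stimulated with 6 nM IGF for 20 min at 37 °C, and lysed. Phospho-Akt Ser473 was read by HTRF as 665/615 ratio ×10^4.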
PTHR1 agonist – qHTS for PTHR1 Agonists: Primary Screen; Parathyroid hormone/parathyroid hormone-related peptide receptor (Homo sapiens), Q03431; HEK293 GP2 PTHR1 cells, GloSensor cAMP luminescence, 1 h; Potency, µM (series often up to 115 µM), for inactives: at the top dose activation, most hits filed as activators; 410,000 compounds, 0.075% hits; AID 743266, 2014; note: potency is the fitted concentration of half-maximal effect; nearly all actives have a fitted effect of over 55% in size; some results filed as inactive show a strong effect at the top dose; inactives centre near -15; many of its hits are not listed in these tables
Target sequence (Q03431 whole entry, looked up): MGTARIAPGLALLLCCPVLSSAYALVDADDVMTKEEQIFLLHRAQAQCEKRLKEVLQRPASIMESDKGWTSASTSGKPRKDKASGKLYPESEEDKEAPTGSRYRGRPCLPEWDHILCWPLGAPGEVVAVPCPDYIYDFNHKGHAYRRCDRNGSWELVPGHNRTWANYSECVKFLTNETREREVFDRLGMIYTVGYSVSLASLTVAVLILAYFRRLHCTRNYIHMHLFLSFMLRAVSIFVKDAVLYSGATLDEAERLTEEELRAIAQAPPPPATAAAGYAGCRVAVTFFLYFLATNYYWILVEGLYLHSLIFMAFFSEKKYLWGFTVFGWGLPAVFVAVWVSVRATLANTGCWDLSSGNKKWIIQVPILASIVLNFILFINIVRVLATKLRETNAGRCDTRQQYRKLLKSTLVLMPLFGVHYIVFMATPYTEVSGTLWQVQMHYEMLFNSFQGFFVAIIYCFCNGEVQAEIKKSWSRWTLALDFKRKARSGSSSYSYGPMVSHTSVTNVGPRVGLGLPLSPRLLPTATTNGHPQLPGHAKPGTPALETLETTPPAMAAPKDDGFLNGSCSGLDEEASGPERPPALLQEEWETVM
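HEK-293-derived GP2 cells expressing PTHR1 and a GloSensor cAMP reporter, 3,000/well, plated overnight, given luciferin plus IBMX (each 0.5 mM as added) for 1 h at 37 °C, then compound for 1 h at 37 °C. Luminescence was read after 15 min at room temperature.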
GLP-1R inv ag – qHTS of GLP-1 Receptor Inverse Agonists (Inhibition Mode); HEK293 GLP-1R CRE-luciferase, luminescence, 24 h; GLP-1R form is constitutively active; Potency, µM (titrated, usually from 38.3 µM), for the others: at the highest dose activity change, negative = inhibition, usual class: inhibitors; 410,000 compounds, 1.6% hits; AID 624417, 2012; note: potency is the fitted concentration of half-maximal effect; % is set by controls: 0 for no effect and ±100 for the full control effect; nearly all actives have a fitted effect of over 55% in size
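Constitutively active GLP-1R drives a cAMP-responsive luciferase in stably transfected HEK293 cells; test compounds are added after overnight (12 h) attachment and left 24 hr, and signal loss in luminescence marks inhibition.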
Abeta yeast res – qHTS for compounds that reverse cellular toxicity of Amyloid beta (A-beta) peptide in yeast: Primary Screen; 410,000 compounds, 0.063% hits; Potency, µM (highest dose often 46.1 µM), inactives show top-dose growth rescue, hits mostly activators; yeast expressing A-beta42, growth rescue, OD600, 48 h; response scale: 0% DMSO, 100% iron-clioquinol control; note: potency is the fitted concentration of half-maximal effect; nearly all actives have a fitted effect of over 55% in size
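Growth rescue measured by 600 nm absorbance after 48 h yeast culture at 30 C with compound. Values normalized between DMSO and an equimolar ferric chloride plus clioquinol control.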
aSyn rescue – qHTS of alpha-syn Inhibitors. Yeast expressing alpha-synuclein, growth rescue, BacTiter-Glo, 24 h. Potency, µM (highest dose often 46.1 µM), without a hit: top-dose growth rescue (activation), usual class: activators. 370,000 compounds, 0.14% hits. AID 652106, 2013; note: potency is the fitted concentration of half-maximal effect; % of control where 0% means no effect; nearly all actives have a fitted effect of over 65% in size
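Rescue of yeast growth: cells expressing toxic alpha-synuclein, induced in galactose at OD600 0.02, incubated with compound 24 h at 30 C. ATP luminescence quantified growth; inhibitors of toxicity appear as activators.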
TDP-43 yeast inh – qHTS of TDP-43 Inhibitors | AID 652104, 2013 | 410,000 compounds, 1.8% hits | Potency, µM (doses to about 46.1 µM), inactives show at the highest dose growth rescue (activation), hits mostly activators | TDP-43 expressing yeast growth rescue, BacTiter-Glo, 24 h; note: potency is the fitted concentration of half-maximal effect; % of control where 0% means no effect; nearly all actives have a fitted effect of over 50% in size
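Luminescence from BacTiter-Glo reports growth of TDP-43-expressing yeast after 24 hr at 30 deg C with compound. Cells were raffinose-pregrown to mid-log, then seeded in galactose medium at OD600=0.02.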
The depositor's hits bear a star; i = inactive; ? = inconclusive; / = no result given; & = joins results of further samples; [ ] = remark or other dose. Unless noted, calls come from the whole dose curve; as a rule, active = well fitted curve in the direction sought with a large enough effect; inconclusive = small, poorly fitted or top-dose-only effect, or another doubt; inactive = no such curve, though single readings can be large; an effect the other way counts as inactive or inconclusive. Only part of the results is shown; count on the stated rates, not on these rows.

smiles | GLP-1R inv ag | GLP1R ag | aSyn rescue | PTHR1 agonist | Abeta yeast res | DRD3 antagonist | TDP-43 yeast inh | FUS suppressor | Akt phos inh
CC1CN(C(=O)c2ccc(Br)c(S(=O)(=O)N3CCOCC3)c2)CC(C)O1 (stereo not given) | 4% | -5% | 2% | -61%[inhibitor] | 15% | 17 | 18% | -13% | i
NNc1nc(-c2ccccc2Cl)c2cc(Br)ccc2n1 | 21% | 2% | 9% | i | 23% | -7 | 16µM* | 31% | i
CN(C(=O)C1CCCO1)c1nnc(-c2cnccn2)s1 (stereo not given) | 4% | 3% | 0% | i | 1% | -1 | -5% | 12% | i
Cc1ccc2c(CC(=O)OC(C)C(=O)Nc3ncc(Cl)cc3Cl)coc2c1 (stereo not given) | 16% | -3% | 10% | -22% | -7% | 6 | 21% | / | i
OC[C@@H]1[C@@H](c2ccc(F)cc2)C(c2ccccc2)=NN1c1ccccc1 | ? | -1% | -50%[inhibitor] | -22% | -64%[inhibitor] | 2 | -79%[inhibitor] | 41% | i
COc1ccc(C(=O)NCC(c2cccs2)N2CCOCC2)cc1OC (stereo not given) | 5% | 10% | 0%[1.84 µM] | -29% | 2% | -16 | 14% | -3% | i
CCOC(=O)c1c(C)[nH]c(C(=O)OCC(=O)Nc2cc(C)nn2-c2ccccc2)c1C | 4% | 0% | 0% | -44%[inhibitor] | 9% | 10 | 16% | 19% | i
O=C(c1ccc(Cl)cc1)N1CCC(C(=O)N2CCN(c3ncccn3)CC2)CC1 | -6% | 0% | 2% | i | 3% | 26 | ? | / | i
CCc1ccccc1-n1nnnc1-c1cnccc1C(F)(F)F | ? | 0% | -7% | -8% | 17% | 4 | 11% | 10% | i
COc1ccc2c(c1)C=C([C@@H]1C[C@H]3CN(c4ccccc4)C(=O)[C@]34CCCN14)CO2 | ? | 17% | -3% | ? | -5% | -15 | -15% | ? | i
COc1ccc(NCc2cc3cc4c(cc3n(CC(=O)Nc3cc(C)ccc3C)c2=O)OCCO4)cc1 | -1% | -3% | 2% | i | 4% | / | 3% | 3% | /
O=C(Cc1ccccc1)Nc1c2c(nn1-c1cccc(Cl)c1)CS(=O)(=O)C2 | -2% | -9% | -8% | -8%[57.5 µM] | 3% | -7 | 0% | 12% | i
COc1ccc(-c2cc3ccccc3n2CC(O)CN2CCCCC2)cc1 (stereo not given) | -5% | 0% | 1% | ? | 0% | -87* | -21% | -36% | i
O=C(CCCN1C(=O)/C(=C\c2ccccc2)SC1=S)Nc1ccc(O)cc1 | ? | -3% | ? | -36%[inhibitor] | 5% | -9 | -4% | ? | i
Cc1cccc2c(=O)cc(CSCC(=O)Nc3ccc(Cl)cc3)[nH]c12 | -8% | / | / | i | -6% | / | -8% | -5% | /
O=C(Cn1cncn1)NCc1cc(F)ccc1F | 0% | 9% | -2% | ? | 8% | 3 | -2% | -8% | i
Cc1cc(C)[n+](-c2ccc(F)cc2)c2[nH]c(=O)[nH]c(=O)c12 | 1% | -1% | 3% | i | -6% | 11 | -10% | 18% | i
Cc1ccc(CN(C)CC(=O)Nc2ccc3c(c2)CCC3)cc1 | ? | ? | 2% | i | 15% | -22 | -7%[1.82 µM] | 18% | i
CCn1c(CNC(=O)c2cc(OC)c(OC)c(OC)c2)cc2cc(C)ccc21 | ? | 13% | 1% | -40%[inhibitor] | 8% | 20 | 8% | 14% | i
CCOc1ccc(NC(=S)Nc2ccc(OCC)cc2)cc1 | 20% | -5%&1% | -1% | i | 0% | -13 | -21% | 41% | i
O=P(O)(O)c1ccccc1OCCOCCOc1ccccc1P(=O)(O)O | -5% | -2% | -12% | 18%[57.5 µM] | 0% | 6 | -5% | 8% | i
Cn1c(=O)c2[nH]c(CCCc3nc4ccccc4[nH]3)nc2n(C)c1=O | 5% | -3% | -8% | i | 3% | -26 | 6% | 6% | i
COc1ccc(-c2cc(C(F)(F)F)nc(S(=O)(=O)CCCC(=O)Nc3ccccc3C(F)(F)F)n2)cc1OC | 8% | / | / | -41%[inhibitor] | 2% | / | 32% | -6% | /
COc1ccc(N2C(=O)CC(Sc3nnnn3-c3ccc(F)cc3)C2=O)cc1 (stereo not given) | ? | 1% | 18% | -44%[inhibitor] | 18% | -60* | 7% | 14% | i
Oc1c(C=Nc2ccccc2)sc2ccccc12 | -3% | 1% | -18% | -21% | -16% | -19 | -21% | 5% | i
CCCCNC(=O)C1C(c2ccccc2)=Nc2ccccc2N1C(=O)c1ccc2c(c1)OCO2 (stereo not given) | ? | / | 7% | -14% | -17% | 0 | ? | 41% | i
COc1ccc(OC)c(NC(=O)NNC(=O)COc2ccc([N+](=O)[O-])cc2)c1 | ? | -11% | 1% | -25% | -3% | -16 | -5% | / | i
COc1ccccc1CNC(=O)CCC(=O)N1Cc2ccccc2Oc2ncccc21 | 7% | / | / | i | -19% | / | 0% | 4% | /
COc1cccc(OC)c1C(=O)OCC(=O)NCCNC(=O)COC(=O)c1c(OC)cccc1OC | -10% | 8% | -3% | -1% | -7% | 1 | 8% | 5% | i
CC(C)(C)c1ccc(C(=O)N2CCC2(C)C(=O)Nc2ccc3nc[nH]c3c2)cc1 (stereo not given) | 17% | -3% | 2% | i | -13% | 41 | 20% | 16% | i

Quoted at random: 2 compounds from above, in no set order.
smiles | GLP-1R inv ag | GLP1R ag | aSyn rescue | PTHR1 agonist | Abeta yeast res | DRD3 antagonist | TDP-43 yeast inh | FUS suppressor | Akt phos inh
O=C(CCCN1C(=O)/C(=C\c2ccccc2)SC1=S)Nc1ccc(O)cc1 | ? | -3% | ? | -36%[inhibitor] | 5% | -9 | -4% | ? | i
Cc1ccc(CN(C)CC(=O)Nc2ccc3c(c2)CCC3)cc1 | ? | ? | 2% | i | 15% | -22 | -7%[1.82 µM] | 18% | i

Single records (already shown). Screens in order: GLP-1R inv ag, GLP1R ag, aSyn rescue, PTHR1 agonist, Abeta yeast res, DRD3 antagonist, TDP-43 yeast inh, FUS suppressor, Akt phos inh
OC[C@@H]1[C@@H](c2ccc(F)cc2)C(c2ccccc2)=NN1c1ccccc1 across the screens: ?, -1%, -50%[inhibitor], -22%, -64%[inhibitor], 2, -79%[inhibitor], 41%, i
O=C(c1ccc(Cl)cc1)N1CCC(C(=O)N2CCN(c3ncccn3)CC2)CC1 across the screens: -6%, 0%, 2%, i, 3%, 26, ?, /, i

The listing picks up, repeating the 4 entries before the break.
smiles | GLP-1R inv ag | GLP1R ag | aSyn rescue | PTHR1 agonist | Abeta yeast res | DRD3 antagonist | TDP-43 yeast inh | FUS suppressor | Akt phos inh
COc1ccc(OC)c(NC(=O)NNC(=O)COc2ccc([N+](=O)[O-])cc2)c1 | ? | -11% | 1% | -25% | -3% | -16 | -5% | / | i
COc1ccccc1CNC(=O)CCC(=O)N1Cc2ccccc2Oc2ncccc21 | 7% | / | / | i | -19% | / | 0% | 4% | /
COc1cccc(OC)c1C(=O)OCC(=O)NCCNC(=O)COC(=O)c1c(OC)cccc1OC | -10% | 8% | -3% | -1% | -7% | 1 | 8% | 5% | i
CC(C)(C)c1ccc(C(=O)N2CCC2(C)C(=O)Nc2ccc3nc[nH]c3c2)cc1 (stereo not given) | 17% | -3% | 2% | i | -13% | 41 | 20% | 16% | i
Clc1ccc(/C=C/c2nc3ccccc3[nH]2)c(Cl)c1 | ? | -12% | -30% | -15%[57.5 µM] | -61%[inhibitor] | 4 | 28% | 22% | i
O=S(=O)(Nc1cccc2cn[nH]c12)c1ccc(F)cc1 | 13% | -14% | -12% | i | 0% | 16 | 13% | -8% | i
COc1ccc(C2=C(C#N)C(=O)OC2)cc1 | 9% | -4% | 5% | i | 15% | -56* | 11% | 23% | i
O=C(NC1CCCC1)C(c1ccsc1)N(C(=O)Cc1cccs1)c1ccccc1 (stereo not given) | -19% | 6% | 0% | -4%[57.5 µM] | -4% | 5 | -23% | -9% | i
O=C(Nc1nnc(C2CCCCC2)s1)C1CC(=O)N(c2ccc(F)cc2)C1 (stereo not given) | 6% | 8% | 4% | -4% | -12% | 8 | 19% | -20% | i
O=C(Nc1ccccc1)Nc1ccncc1 | 17% | 6% | -2% | i | -10% | 24 | -20% | 5% | i
COc1ccccc1N1CCN(S(=O)(=O)c2ccc(Cl)s2)CC1 | -1% | -3% | 25% | i | -11% | -5 | -18% | 12% | i
O=C(NC1CCCC1)C1CCCN(S(=O)(=O)c2ccc(F)cc2)C1 (stereo not given) | -28% | 2% | -1% | i | -4% | -4 | 4% | -5% | i
CC(=O)c1ccc(N2CCN(C(=S)Nc3ccc(Oc4ccccc4)cc3)CC2)cc1 | ? | 8% | -10% | -24% | 0% | ? | -19%[9.22 µM] | 40% | i
CC(=O)N1N=C(c2ccco2)CC1c1cccs1 (stereo not given) | 2% | 1% | 1% | -5%[57.5 µM] | 16% | -9 | -3% | 18% | i
CNC(=O)c1ccc(CN(C)C(=O)c2cc(C3CC3)nc3c2cnn3C(C)C)cc1 | 11% | 12% | -2% | -23% | -2% | 0 | 0% | -13% | i
CCc1ccccc1NC(=O)CC(NCc1ccccc1)C(=O)O (stereo not given) | 5% | -3% | 1% | i | -15% | -3 | 20% | -8% | i
COCCCN(C(=S)Nc1cc(Cl)cc(Cl)c1)C(C)c1ccccn1 (stereo not given) | ? | -6% | 15% | -51%[inhibitor] | ? | 10 | 16% | -8% | i
